Pf apPOL inh – Pf-apPOL DNA polymerase inhibition. Recombinant Pf-apPOL, molecular beacon fluorescence, 1.5 h. inhibition, % at 10 µM. 210,000 compounds, 0.25% hits
mHTT-CaM PPI inh – disrupts binding of mutant huntingtin to calmodulin; P42858; AlphaScreen His-mHTT/GST-CaM binding, luminescence; inhibition, % at 15 µM; 190,000 compounds, 3.6% hits; AID 1671202;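 also: 0% = both proteins with DMSO and 100% = one protein alone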
Target sequence (P42858 whole entry, looked up, stated change not applied): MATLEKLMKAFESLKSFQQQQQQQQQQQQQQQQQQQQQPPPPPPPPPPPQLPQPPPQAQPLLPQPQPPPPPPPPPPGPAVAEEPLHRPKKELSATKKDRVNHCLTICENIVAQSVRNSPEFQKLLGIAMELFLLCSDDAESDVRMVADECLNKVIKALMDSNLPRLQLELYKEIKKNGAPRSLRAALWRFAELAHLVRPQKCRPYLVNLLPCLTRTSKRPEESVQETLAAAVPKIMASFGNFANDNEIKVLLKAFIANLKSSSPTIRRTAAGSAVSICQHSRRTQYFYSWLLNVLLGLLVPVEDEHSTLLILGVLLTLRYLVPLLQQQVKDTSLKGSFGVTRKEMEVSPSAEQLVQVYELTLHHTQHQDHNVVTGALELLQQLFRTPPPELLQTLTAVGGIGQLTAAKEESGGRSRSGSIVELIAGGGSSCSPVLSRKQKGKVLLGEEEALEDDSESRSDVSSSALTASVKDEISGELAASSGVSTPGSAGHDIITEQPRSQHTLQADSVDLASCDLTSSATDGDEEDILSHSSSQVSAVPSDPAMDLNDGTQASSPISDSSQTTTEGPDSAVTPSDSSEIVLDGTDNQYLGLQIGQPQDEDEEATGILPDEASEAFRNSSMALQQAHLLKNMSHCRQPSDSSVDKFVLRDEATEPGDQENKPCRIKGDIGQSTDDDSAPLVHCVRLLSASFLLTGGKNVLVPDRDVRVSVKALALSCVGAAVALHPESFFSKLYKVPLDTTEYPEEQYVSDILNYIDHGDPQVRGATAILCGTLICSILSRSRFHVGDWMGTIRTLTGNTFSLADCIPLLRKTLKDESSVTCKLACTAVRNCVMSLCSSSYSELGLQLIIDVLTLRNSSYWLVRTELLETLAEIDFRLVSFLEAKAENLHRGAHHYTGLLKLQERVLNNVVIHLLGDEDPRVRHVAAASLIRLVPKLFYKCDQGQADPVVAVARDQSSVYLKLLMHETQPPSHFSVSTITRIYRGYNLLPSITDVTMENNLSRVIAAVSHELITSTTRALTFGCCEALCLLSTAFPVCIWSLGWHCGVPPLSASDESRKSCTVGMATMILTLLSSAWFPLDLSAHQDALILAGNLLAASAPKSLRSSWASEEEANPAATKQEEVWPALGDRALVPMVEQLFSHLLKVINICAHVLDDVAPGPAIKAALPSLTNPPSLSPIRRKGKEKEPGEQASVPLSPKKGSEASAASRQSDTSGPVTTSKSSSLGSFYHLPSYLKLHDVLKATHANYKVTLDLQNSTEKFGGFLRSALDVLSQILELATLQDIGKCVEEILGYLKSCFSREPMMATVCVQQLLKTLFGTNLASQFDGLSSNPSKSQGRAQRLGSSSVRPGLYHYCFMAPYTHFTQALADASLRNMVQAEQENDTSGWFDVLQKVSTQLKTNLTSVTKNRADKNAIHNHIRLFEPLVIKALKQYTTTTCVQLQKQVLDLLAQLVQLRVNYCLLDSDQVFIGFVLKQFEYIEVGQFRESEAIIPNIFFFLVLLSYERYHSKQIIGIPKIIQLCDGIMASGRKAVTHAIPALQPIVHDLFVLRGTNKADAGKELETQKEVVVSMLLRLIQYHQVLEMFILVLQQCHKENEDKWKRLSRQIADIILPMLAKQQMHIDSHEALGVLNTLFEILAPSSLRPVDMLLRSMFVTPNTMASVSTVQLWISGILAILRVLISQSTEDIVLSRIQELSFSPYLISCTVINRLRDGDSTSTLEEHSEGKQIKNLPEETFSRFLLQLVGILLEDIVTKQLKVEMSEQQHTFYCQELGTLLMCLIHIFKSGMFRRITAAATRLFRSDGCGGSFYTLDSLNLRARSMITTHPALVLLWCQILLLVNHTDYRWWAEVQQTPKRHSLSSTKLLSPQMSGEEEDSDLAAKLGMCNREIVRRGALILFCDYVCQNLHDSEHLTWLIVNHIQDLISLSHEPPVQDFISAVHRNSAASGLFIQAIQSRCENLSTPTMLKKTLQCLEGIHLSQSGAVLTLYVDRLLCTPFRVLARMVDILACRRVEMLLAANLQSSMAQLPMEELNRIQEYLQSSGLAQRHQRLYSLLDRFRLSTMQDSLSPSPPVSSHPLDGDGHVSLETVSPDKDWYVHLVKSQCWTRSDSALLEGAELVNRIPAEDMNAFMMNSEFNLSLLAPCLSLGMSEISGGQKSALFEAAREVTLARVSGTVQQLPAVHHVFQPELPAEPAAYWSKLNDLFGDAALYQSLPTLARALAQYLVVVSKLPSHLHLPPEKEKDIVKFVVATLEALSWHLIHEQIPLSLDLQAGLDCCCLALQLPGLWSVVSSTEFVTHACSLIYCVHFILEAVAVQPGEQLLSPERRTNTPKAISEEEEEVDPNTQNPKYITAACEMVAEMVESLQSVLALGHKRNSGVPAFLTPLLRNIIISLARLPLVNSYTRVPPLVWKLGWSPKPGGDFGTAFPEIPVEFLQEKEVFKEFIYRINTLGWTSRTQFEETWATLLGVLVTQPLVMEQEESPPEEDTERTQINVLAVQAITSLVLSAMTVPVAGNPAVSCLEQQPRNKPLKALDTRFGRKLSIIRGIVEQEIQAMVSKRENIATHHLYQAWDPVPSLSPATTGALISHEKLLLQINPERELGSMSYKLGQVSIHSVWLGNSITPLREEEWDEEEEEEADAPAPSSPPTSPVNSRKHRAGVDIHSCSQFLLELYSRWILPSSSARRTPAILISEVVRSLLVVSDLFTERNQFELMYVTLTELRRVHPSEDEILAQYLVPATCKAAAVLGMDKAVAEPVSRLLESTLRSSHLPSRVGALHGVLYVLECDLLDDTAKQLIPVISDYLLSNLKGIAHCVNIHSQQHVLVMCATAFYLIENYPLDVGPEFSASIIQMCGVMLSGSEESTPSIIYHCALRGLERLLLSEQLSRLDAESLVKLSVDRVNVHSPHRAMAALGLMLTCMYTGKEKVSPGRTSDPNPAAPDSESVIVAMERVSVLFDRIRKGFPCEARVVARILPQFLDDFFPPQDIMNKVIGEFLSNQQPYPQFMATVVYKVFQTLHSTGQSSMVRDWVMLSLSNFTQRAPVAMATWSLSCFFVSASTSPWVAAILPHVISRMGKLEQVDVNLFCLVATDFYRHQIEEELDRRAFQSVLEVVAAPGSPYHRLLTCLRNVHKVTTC
* hit, by the source's call; i = inactive; x = no result given; & = joins results of further samples. Rule as the data show it: active = inhibition above about 50%; inactive = the rest.

Values in the order: Pf apPOL inh, mHTT-CaM PPI inh
Brc1ccc(C=NC23CN4CN(CN(C4)C2)C3)cc1
→ x, -8
CCN(CC)S(=O)(=O)c1ccc(C(=O)N=c2sc3cc(OC)ccc3n2CC)cc1
→ 4, -15
O=C(O)COc1ccc(/C=C2\C(=O)NC(=O)N(c3cccc(F)c3)C2=O)cc1Cl
→ 11, 4
COc1ccc(C2CC(=O)C3=C(C2)Nc2ncnn2C3c2ccc(O)c(OC)c2)cc1 (centres undefined)
→ -2, -10
N#Cc1cccc(Cn2ccn3cncc3c2=O)c1
→ -2, -4
Cc1ccccc1-c1cc(C(=O)O)c2ccccc2n1
→ -3, 5
O=C(CSc1nc(O)c(Cc2ccccc2)c(=O)[nH]1)Nc1nc2ccccc2s1
→ -2, -2
O=C(NCCOc1ccc(-c2ccccn2)nn1)c1cccs1
→ -15, 100*
CC(=O)N(c1ccc(NS(=O)(=O)c2cccs2)cn1)S(=O)(=O)c1cccs1
→ 2, x
O=C(Cn1ccc2ccccc2c1=O)Nc1ccc(C(F)(F)F)cc1
→ -4, -5
CCCc1noc(-c2cccnc2N2CCCN(Cc3cccc(F)c3)CC2)n1
→ 1, -39
CCOc1ccccc1/C=C/c1[nH]c(=O)[nH]c(=O)c1[N+](=O)[O-]
→ 0, -1
COc1cccc2cc(C(=O)N3CCc4nc(NC(=O)C5CCCO5)sc4C3)oc12 (centres undefined)
→ -3, 25
O=c1oc2ccccc2cc1-c1nn(-c2ccccc2)cc1/C=N/O
→ -1, i
Cc1cccc(NC(=O)CN2CCC(c3nc(-c4cccs4)no3)CC2)c1
→ -6, -7
COc1ccc(NC(=O)C2CCN(c3nnc4ccc(Cl)cn34)CC2)c(OC)c1
→ -1, 8
FC(F)(F)Oc1ccc(N=Cc2ccc(Br)s2)cc1
→ x, -11
O=C(CN1CCOCC1)N1CCN(c2nc(CN3CCCCC3)cs2)CC1
→ -5, 1
O=C(c1cc([N+](=O)[O-])ccc1N1CCCCC1)N1CCOCC1
→ 0, 6
N#Cc1cccc(OCc2cn(CC(=O)c3ccc(O)cc3)nn2)c1
→ 17, 20

Remaining list, next part
Values in the order: Pf apPOL inh, mHTT-CaM PPI inh
O=C(Nc1cc(F)ccc1F)c1c(O)c2cccnc2n(-c2ccc(F)cc2)c1=O
→ -4, -1
O=C(NCc1ccco1)C1CCN(S(=O)(=O)c2ccc(Br)cc2)CC1
→ -4, 2
O=C(Nc1cccc(Cl)c1)N1CCCC(OCc2ccccc2)C1 (centres undefined)
→ -4, -4
O=c1cc(CN2CCc3ccccc3C2)occ1OCc1cccc([N+](=O)[O-])c1
→ -3, 6
COc1ccc(-c2c(C)c3cc(OC(=O)c4c(OC)cccc4OC)ccc3oc2=O)cc1
→ -5, -1
Cc1sc2nc3c4ccccc4c(N4CCOCC4)nn3c(=O)c2c1C
→ -1, -5
O=C(CCc1ccc2cc[nH]c2c1)NCC1CC1
→ -2, 1
Cc1noc(-c2cccc(C(F)(F)F)c2)c1C(=O)NCc1ccsc1
→ -6, -9
COc1ccc(-c2nc(-c3cc4cc(OC)ccc4oc3=O)cs2)cc1
→ -1, 8
CCCn1cnnc1C1CCN(C(=O)C2(c3ccccc3)CC2)CC1
→ 1, -6
COc1ccc(CNC(=O)C2CCCN(c3cnn(C)c(=O)c3)C2)c(OC)c1 (centres undefined)
→ -6, 1
COc1ccc(N=C2NC(=O)/C(=C/c3ccc(C(C)C)cc3)S2)cc1
→ -7, 7
CCOC(=O)c1c(C)csc1NC(=O)Nc1c(Cl)cccc1Cl
→ 10, x
Cc1ccccc1NC(=O)N1CCC2(CC1)NC(=O)c1cc(F)ccc1N2C
→ -6, -10
OC1(c2cn3ccccc3n2)CCCCC1
→ x, -4
C=C(C)Cn1c(SCC(C)O)nc2c1c(=O)[nH]c(=O)n2C (centres undefined)
→ 2, -1
c1ccc2c(N3CCOCC3)nnc(N3CCCC3)c2c1
→ -1, -6
COc1nccnc1N1CCC(NS(=O)(=O)c2cccc(F)c2)C1 (centres undefined)
→ -4, 2
COc1ccc2nc(NC(=O)c3ccccc3Br)sc2c1
→ -1, 2
Cc1cc(NCCCO)n2c(nc3ccccc32)c1C#N
→ -3, -1

Other compounds.
Values in the order: Pf apPOL inh, mHTT-CaM PPI inh
O=C(O)CCN1c2ccccc2Sc2ccccc21
→ -2, 14
N#CC(C#N)=C1SCN(c2cccc(Cl)c2)CS1
→ 66*, x
Cc1c(NC(=O)C2CCCN2S(=O)(=O)c2ccc(Cl)cc2)c(=O)n(-c2ccccc2)n1C (centres undefined)
→ 3, 1
CCc1ccc(-n2c(CN3CCN(C(=O)NCC(C)C)CC3)nc3cccnc32)cc1
→ 2, 8
Cc1ccccc1CC(=O)NC1CCc2[nH]c3c(C)cccc3c2C1 (centres undefined)
→ 13, 29
O=C1c2ccccc2C(=O)C1c1nc2ccccc2[nH]1
→ 0&-10, 3&-3
COc1ccc(CSc2nc3ccccc3c(=O)n2C)cc1
→ -13, -12
Cc1ccc(C)c(N(C)C(=O)C2CCN(c3ncnc4c3nc3n4CCCCC3)CC2)c1
→ -1, 25
Cc1cc(C(=O)Nc2sc(C)c(-c3ccc(F)cc3)c2C(N)=O)no1
→ -5&-2, 1&-5
O=C(Nc1cc(-c2ccccn2)no1)c1ccc(Cl)cc1
→ 1, 10
C#CCSc1nc(-c2ccc(C(F)(F)F)cc2)nc(C)c1C(C)=O
→ -20, x
Cc1ccccc1-n1nc2c(c1NC(=O)c1ccc([N+](=O)[O-])cc1)CSC2
→ 3, 84*
COc1cccc(C(=O)NCCN2CCN(c3ccc(Cl)cc3)CC2)c1
→ -3, x
O=C1OC(c2ccc(Cl)c([N+](=O)[O-])c2)=N/C1=C\c1cccc(Br)c1
→ -4, 8
CCOC(=O)c1sc2sc(C(=O)OCC)c(-c3ccco3)c2c1N
→ 27, x
O=C(Nc1ccncc1)c1c(O)c2ccccc2[nH]c1=O
→ -9, -4
COc1ccc(CC(=O)NC23CC4CC(CC(C4)C2)C3)cc1
→ -6, -4
CCCNC(=O)Cc1cn(C)c2ncccc12
→ 1, -16
CC(=O)Nc1ccc(SCC(=O)Nc2ccc(OC(F)(F)F)cc2)nn1
→ -3, -18
Cc1ccc(-c2c(NC(=O)c3cccc(N(C)C)c3)n[nH]c2N)cc1
→ 0, 42

Next entries follow.
Values in the order: Pf apPOL inh, mHTT-CaM PPI inh
Cc1ccc(N2C(=O)C3C4C=CC(CO)(O4)C3C2=O)cc1 (centres undefined)
→ -4, -4
CN1CCOc2ccc(NC(=O)c3ccc4ncsc4c3)cc2C1=O
→ -7, -14
NC(=NS(=O)(=O)Cc1ccccc1)Nc1nc2ccccc2o1
→ 0, 11
C=CCNC(=O)c1cccc([N+](=O)[O-])c1
→ -5, -6
COc1ccc(C(=O)C=Cc2ccc(C)cc2)c(O)c1
→ -4, 14
CCCCc1nnc2n1N=C(c1ccc(Cl)cc1)CS2
→ 2, 2
Cc1onc(-c2ccccc2Cl)c1NC(=O)Nc1c(-c2ccccc2Cl)noc1C
→ 0, x
CCOc1ccc(/C=C2\C=C(c3cc(OC)ccc3OC)OC2=O)cc1
→ 6, 8
CN(C)C(C)(C)C#CC(O)(c1ccccc1)c1ccccc1
→ -3, -5
Cc1cc([N+](=O)[O-])nn1CCCC(=O)Nc1cc(Cl)ccc1Cl
→ -7, -2
O=C(Cc1ccc(Cl)cc1)Nc1cccnc1
→ 1, 7
COc1ccc(C2=N/C(=C\c3ccc(N(C)C)cc3)C(=O)O2)cc1[N+](=O)[O-]
→ -1, 3
COc1ccc(C2c3cc(OC)c(OC)cc3CC(=O)N2c2ccccc2)cc1 (centres undefined)
→ -1, 34
Cc1cccc(CNC(=O)c2cn3cccc(C)c3n2)c1
→ -3, 3
CN1C(=O)N(C)C(=O)C(CCc2ccncc2)(Cc2ccc(OCc3ccccc3)cc2)C1=O
→ -6, 1
Cc1ccc(CNC(=O)N2CCC3(CC2)NC(=O)c2ccc(Cl)cc2N3)cc1
→ -3, 0
COc1ccc(NC(=Nc2nc(C)cc(C)n2)NC(=O)c2ccccc2)c(OC)c1
→ 1, -1
CCOc1ccc(OCC)c(NC(=O)CCCN2C(=O)c3cccnc3C2=O)c1
→ -68, 11
Brc1ccc(CN2CCN(Cc3ccccn3)CC2)cc1
→ 6, -2
CC(=O)c1ccc(OCCn2cnc3c(N)ncnc32)cc1
→ -6&-10, 1&-3

Shown as a markdown table: entries from further up.
| SMILES | Pf apPOL inh | mHTT-CaM PPI inh |
| --- | --- | --- |
| CN(C)C(C)(C)C#CC(O)(c1ccccc1)c1ccccc1 | -3 | -5 |
| Cc1onc(-c2ccccc2Cl)c1NC(=O)Nc1c(-c2ccccc2Cl)noc1C | 0 | x |
| CC(=O)c1ccc(OCCn2cnc3c(N)ncnc32)cc1 | -6&-10 | 1&-3 |
| COc1ccc(C2=N/C(=C\c3ccc(N(C)C)cc3)C(=O)O2)cc1[N+](=O)[O-] | -1 | 3 |

Another view of three compounds above:
Compound	Pf apPOL inh	mHTT-CaM PPI inh
Cc1ccc(CNC(=O)N2CCC3(CC2)NC(=O)c2ccc(Cl)cc2N3)cc1	-3	0
COc1ccc(NC(=Nc2nc(C)cc(C)n2)NC(=O)c2ccccc2)c(OC)c1	1	-1
CCOc1ccc(OCC)c(NC(=O)CCCN2C(=O)c3cccnc3C2=O)c1	-68	11

Later entries:
Values in the order: Pf apPOL inh, mHTT-CaM PPI inh
O=C(Nc1ccc(F)c(Cl)c1)c1cc(-c2ccc(Br)cc2)on1
→ 0, -4
COc1ccc(N(CC(=O)NCc2ccncc2)S(C)(=O)=O)cc1
→ 7, -2
CC(=O)N1CCC(CC(=O)N2CCC(Nc3cccnc3)C2)CC1 (centres undefined)
→ -2, 1
CC1CCN(C(=O)Nc2ccccc2)CC1
→ -20, -4
Cc1nc2c(C(=O)NC3CCCCC3)cnn2c(C)c1Cc1ccccc1Cl
→ -2, 2
C=CCN(CC=C)S(=O)(=O)c1ccc(C(=O)Nc2nnc(CSC)o2)cc1
→ -15, 24
O=C1C2CCCN2C(c2ccc(C(F)(F)F)cc2)N1c1ccc(F)cc1 (centres undefined)
→ 1, -3
Cc1ccc(-n2c(SC(C)c3ccccc3)nc3c(c2=O)SCC3)cc1 (centres undefined)
→ 0, 8
COc1cc(C2C(C#N)=C(N)Oc3n[nH]c(C)c32)ccc1OCc1ccccc1 (centres undefined)
→ 3, 32
C/C(=C\c1ccccc1)CN1CCC(C(=O)NC(C)C)CC1
→ -15, 3
O=C(CN1CCN(CC(=O)Nc2ccccc2Cl)CC1)Nc1ccc2c(c1)OCO2
→ -2, 12
CCCN(C)C(=O)c1ccc(-c2ccc(F)cc2)s1
→ -6, -9
O=C1Nc2cc(C(=O)N3CCC(N4CCCCC4)CC3)ccc2N2CCCCC12 (centres undefined)
→ -4, 3
Cc1cccc(CN2CCCN(c3ncccc3-c3nc(C4CC4)no3)CC2)c1
→ 1, -31
COc1ccc(C=C2Oc3cc(OC(=O)C4CC4)ccc3C2=O)c(OC)c1
→ -8, -8
O=C(NCC1(O)CCOCC1)c1ccc(F)cc1
→ -6, -16
COc1cc(C(=O)NCc2ccccc2F)cc(OC)c1OC
→ -3, 1
Cc1cccc(C(=O)N2CCc3c(c(-c4nc(-c5ccc(F)cc5)no4)nn3C)C2)c1
→ -2, -7
COc1ccc(-c2coc3c(CN(C)C)c(O)cc(C)c3c2=O)cc1
→ -11, 9
Cc1cc(OCC(=O)Nc2cccc(Br)c2)nc(N2CCCC2)n1
→ 1, 24

The list continues.
Values in the order: Pf apPOL inh, mHTT-CaM PPI inh
O=S(=O)(c1cccc2c(Cl)cccc12)N1CCCNCC1
→ 2, x
CCCOc1ccc(C(=O)Nc2ccc3c(c2)OCCO3)cc1
→ -11, 3
CCCNC(=O)C1CC(=O)N(c2ccc(OCC(=O)Nc3cccc(C)c3C)cc2)C1 (centres undefined)
→ -2, 44
Cc1ccccc1C(=O)Nc1cccc(N=Cc2cc([N+](=O)[O-])cc([N+](=O)[O-])c2O)c1
→ -1, 48
O=C1C(c2ccncc2)N(Cc2ccco2)C(=O)CN1c1ccccc1 (centres undefined)
→ 0, 2
Cc1ccc2nc(SCC(=O)Nc3ccc(C)c(C)c3)[nH]c2c1
→ 2&-6, 8&1
C=CCN(c1ccccc1)C(C(=O)NC1CCCCC1)c1cc2c(cc1[N+](=O)[O-])OCO2 (centres undefined)
→ -1, 28
Cc1ccc(CNC(=O)c2cn3c(n2)CCCC3)cc1C
→ -3, 5
O=C(Nc1ccc(Cl)cn1)c1ccc2c(c1)OCCO2
→ -9, -9
COc1cccc2cc(-c3cc(=O)oc4cc(C)c(OC(=O)C(C)C)cc34)oc12
→ 4, 2
CCS(=O)(=O)Nc1ccc(C2(C(=O)NCc3cccs3)CCCCC2)cc1
→ -4, -14
COc1ccc(Cl)cc1-c1nc(C=Nc2ccccc2Cl)c(O)o1
→ 0, 5
CS(=O)(=O)Nc1ccc(C2(C(=O)NCc3ccc(F)c(Cl)c3)CCCCC2)cc1
→ -5, -13
COc1cc(CN2CCc3nc(N4CCC(C)CC4)ncc3C2)cc(OC)c1OC
→ -6, 34
COCCCNC(=O)c1ccc2c(c1)ncn2-c1ccccc1
→ -12, -9
COc1ccc(OC)c(C(=O)CCCC(=O)c2cc(OC)ccc2OC)c1
→ -8, x
CCN(CC)S(=O)(=O)c1ccc(Cl)c(C(=O)Nc2cccnc2)c1
→ -4, -6
Cn1cccc1CN(Cc1cccs1)C(=O)CSCc1ccccc1
→ -5, -8
COc1cc([N+](=O)[O-])ccc1NC(=O)c1cc(Br)ccc1OC
→ -104, -3
O=C(CCC1CCCN(C(=O)Nc2ccc(F)cc2)C1)N1CCOCC1 (centres undefined)
→ -7, -5

Following part.
Values in the order: Pf apPOL inh, mHTT-CaM PPI inh
O=C(CN1C(=O)C(c2ccccc2)=NC12CCCCCC2)Nc1ccccc1
→ 1, 45
CN(C)c1ccc(C(=O)N2CCC(c3ccncc3)CC2)cc1
→ 6, -2
Cc1ccccc1OCC(=O)Nc1ccc(F)cc1
→ 0, -19
CC1(C)OC(=O)N2CCn3c(cc4ccccc43)C21C (centres undefined)
→ x, 3
O=C(NC1CC(O)C(CO)C1)C1CCCCC1 (centres undefined)
→ -3, -2
COCCn1cc(C(=O)NCc2ccccc2OC)c2c3ccccc3n(C)c2c1=O
→ -5, 17
COC(=O)c1c(C)oc2cc(Br)c(OCC(=O)C(C)(C)C)cc12
→ 7, -7
O=C(Nc1ccc(F)c(F)c1)C1CCc2sc(C(=O)N3CCCC3)cc2C1 (centres undefined)
→ -1, 4
